High-throughput results: PubChem, Broad Institute
ERAP1 inh: inhibitors of human ERAP1 aminopeptidase | 340,000 tested, 0.15% active | recombinant ERAP1, Leu-AMC fluorescence, 60 min | inhibition, % at 10.7 µM;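 active = mean replicate inhibition of at least 30%, or all replicates individually reaching that 30% level; inactive = mean below 30% and not every replicate reaching it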;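 note: 0% = neutral control wells and 100% = L-leucinethiol positive control wells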
Target sequence (Q9NZ08 whole entry, looked up): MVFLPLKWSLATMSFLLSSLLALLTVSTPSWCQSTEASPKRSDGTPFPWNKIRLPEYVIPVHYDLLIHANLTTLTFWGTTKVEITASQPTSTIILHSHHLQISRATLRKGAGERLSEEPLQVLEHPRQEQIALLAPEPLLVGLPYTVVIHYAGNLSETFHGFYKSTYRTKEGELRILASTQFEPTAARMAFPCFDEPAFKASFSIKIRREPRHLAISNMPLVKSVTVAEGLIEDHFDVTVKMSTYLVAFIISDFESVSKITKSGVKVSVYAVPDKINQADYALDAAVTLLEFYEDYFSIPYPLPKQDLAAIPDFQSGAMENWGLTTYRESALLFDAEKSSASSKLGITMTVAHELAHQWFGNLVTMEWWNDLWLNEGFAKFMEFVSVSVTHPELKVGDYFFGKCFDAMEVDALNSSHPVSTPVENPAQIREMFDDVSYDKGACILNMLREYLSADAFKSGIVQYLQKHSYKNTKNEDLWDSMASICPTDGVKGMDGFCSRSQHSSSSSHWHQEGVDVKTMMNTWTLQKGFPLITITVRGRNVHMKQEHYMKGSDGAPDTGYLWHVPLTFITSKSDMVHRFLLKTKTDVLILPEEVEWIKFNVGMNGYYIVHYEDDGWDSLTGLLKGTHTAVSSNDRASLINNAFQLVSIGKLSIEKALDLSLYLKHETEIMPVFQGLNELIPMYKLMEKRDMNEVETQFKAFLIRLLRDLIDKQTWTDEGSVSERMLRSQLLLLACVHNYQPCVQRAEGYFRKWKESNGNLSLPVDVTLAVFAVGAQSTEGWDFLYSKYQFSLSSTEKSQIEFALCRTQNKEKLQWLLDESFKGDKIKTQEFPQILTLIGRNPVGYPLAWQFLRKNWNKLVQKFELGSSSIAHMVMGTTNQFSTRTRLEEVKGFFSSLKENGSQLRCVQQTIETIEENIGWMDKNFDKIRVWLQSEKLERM
RAD52 inh: RAD52 (human) annealing inhibition; P43351; recombinant RAD52 DNA annealing, FRET fluorescence; inhibition, % at 18.7 µM; 360,000 tested, 0.46% active; AID 651710;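 active = every replicate showing at least 50% inhibition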
Numbers without * were called inactive.

1	Cc1cccc(C)c1NC(=S)Nc1c(C)n(C)n(-c2ccccc2)c1=O
2	COCc1c(C#N)c(NCc2cc(OC)c(OC)c(OC)c2)nc(C)c1[N+](=O)[O-]
3	Cc1ccc(NC(=O)c2ccc(C(C)(C)C)cc2)cc1-n1cnnn1
4	O=c1c2ccccc2nc(/C=C/c2cccnc2)n1Cc1ccccc1
5	S=C1NCN(C2CCCCC2)CN1Cc1ccccc1
6	Cc1ccc(SCC(=O)Nc2ccc(F)cc2[N+](=O)[O-])cc1C

assay / entry	1	2	3	4	5	6
ERAP1 inh	0	0	-3	1	4	3
RAD52 inh	-10	-20	-31	-53	-7	10

7	O=C(CSc1nnc(-c2ccc(S(=O)(=O)N3CCCC3)cc2)o1)NCC1CCCO1 (stereo not drawn)
8	Cc1cc(C)cc(NC(=S)Nc2ccccn2)c1
9	Cc1cc(C(=O)N/N=C/c2ccc(N3CCOCC3)cc2)c(C)o1
10	C=C(C)COc1ccc2c(C)c(CCC(=O)NC3CC3)c(=O)oc2c1
11	C/C(CC(=O)Nc1cccc2c1CCCC2)=N\NC=O
12	CNC(=S)NCC(O)c1ccc([N+](=O)[O-])cc1 (stereo not drawn)

assay / entry	7	8	9	10	11	12
ERAP1 inh	-2	-7	-3	-3	-4	-4
RAD52 inh	-10	-2	-114	-8	-11	-1

13	O=C(NCCN1CCOCC1)c1cc(Sc2ccccc2Cl)nc2ccccc12
14	CC1CCCN(CC(O)COc2ccc3c(c2)OCO3)C1 (stereo not drawn)
15	CN(C)c1ccc(NC(=O)c2ccc([N+](=O)[O-])cc2Cl)cc1
16	CN1CCN(C(=O)c2cnn(-c3ccccc3)c2NC(=O)c2ccccc2)CC1
17	COc1ccc(NC(=O)/C=C/c2ccc3c(c2)OCO3)cc1
18	CN(C)c1ccc(C(=S)NC2CCCCC2)cc1

assay / entry	13	14	15	16	17	18
ERAP1 inh	3	1	1	-2	-2	3
RAD52 inh	2	0	-9	-6	-5	-19

19	COc1ccccc1C1CC(c2ccco2)=NN1c1ccccc1 (stereo not drawn)
20	CC(=O)NCCCc1nc2ccccc2n1Cc1cc(C)ccc1C
21	COc1ccccc1CNC(=O)CN1CCC(n2cnc3cc(F)ccc32)CC1
22	Cc1nn(C)c(C)c1CNC(=O)Nc1cccc(Cl)c1
23	O=C(/C=C/c1cccs1)N1CCN(c2ccc(O)cc2)CC1
24	COc1cc(C(=O)Nc2cc(C(F)(F)F)ccc2N2CCOCC2)ccc1OCC(=O)N1CCOCC1

assay / entry	19	20	21	22	23	24
ERAP1 inh	-3	-1	-1	4	7	0
RAD52 inh	-17	-8	-17	-4	2	-3

25	COc1ccccc1NC(=O)N1CCCCN2[C@H](CO)[C@@H](c3ccc(C#CC4CC4)cc3)[C@H]2C1
26	C#Cc1cccc(NC(=O)CSc2nnc(-c3ccc(C(F)(F)F)cn3)o2)c1
27	S=c1[nH]nc(-c2ccccn2)n1/N=C/c1ccccc1
28	CN(C(=O)CSc1nnc(C2CC2)n1C)C1CCCc2ccccc21 (stereo not drawn)
29	O=C(c1cc(-c2cccs2)nc2ccccc12)N1CCN(c2ccccc2)CC1
30	C=CCn1c(C(CC)CC(C)(C)O)n[nH]c1=S (stereo not drawn)

assay / entry	25	26	27	28	29	30
ERAP1 inh	4	-1	14	3	12	16
RAD52 inh	48	-1	-7	2	-18	-15

31	O=C(O)CCC(=O)NNC(=O)CCC1CCCCC1
32	O=C(NCc1ccccc1)c1cc(=O)c2ccccc2o1
33	CC(C)c1ccccc1NC(=O)COC(=O)/C=C/c1cccc([N+](=O)[O-])c1
34	CCCC(=O)Nc1ccccc1NC(=O)c1ccc(OCC)c(OCC)c1
35	CCCSc1nc(=S)n(Cc2ccccc2)c(C)c1C(C)=O
36	COC(=O)c1ccc(NC(=O)NC2CCCCC2)cc1

assay / entry	31	32	33	34	35	36
ERAP1 inh	-3	5	5	0	-4	7
RAD52 inh	-2	-8	-16	7	-8	-10

37	CCOC(=O)c1cc(-c2ccc(F)cc2)n(CC(=O)NCc2ccccn2)c1C
38	CCOC(=O)c1sc(NC(=O)CCN2C(=O)c3ccccc3C2=O)c(C(=O)OCC)c1C
39	CC(=O)N1N=C(c2cccc(Br)c2)OC12CCCC2
40	CCc1cccc(N=c2c([N+](=O)[O-])nn(-c3ccc(Cl)cc3)n2O)c1
41	Cc1nc2ccccc2n1CC(=O)N/N=C/c1cccnc1
42	O=C(O)c1nn(-c2cccc(Cl)c2)c(=O)cc1O

assay / entry	37	38	39	40	41	42
ERAP1 inh	5	2	-2	2	3	2
RAD52 inh	-4	-22	-11	-7	-7	1

43	O=C(NCCc1nnc2ccc(NCc3ccc(F)cc3)nn12)c1ccccc1
44	Cn1nc2c(c1C(=O)N1CCCC(C(=O)c3cc(F)ccc3F)C1)CCCC2 (stereo not drawn)
45	CCn1c(C(=O)O)c(CC(=O)NC2CCCCCC2)c2ccccc21
46	O=C(O)CC(NC(=O)c1ccncc1)c1ccccc1 (stereo not drawn)
47	O=C(CN(Cc1cccs1)S(=O)(=O)c1ccc(S(=O)(=O)N2CCCCC2)cc1)Nc1ccccc1
48	CCOCCOC(=O)COC(=O)c1ccccc1NC(=O)c1ccccc1

assay / entry	43	44	45	46	47	48
ERAP1 inh	4	-4	1	-1	-2	0
RAD52 inh	-14	-14	-24	0	-7	-17

Some of the entries so far, with values ahead of the structure:
item	ERAP1 inh	RAD52 inh	molecule
30	16	-15	C=CCn1c(C(CC)CC(C)(C)O)n[nH]c1=S (stereo not drawn)
31	-3	-2	O=C(O)CCC(=O)NNC(=O)CCC1CCCCC1
32	5	-8	O=C(NCc1ccccc1)c1cc(=O)c2ccccc2o1
33	5	-16	CC(C)c1ccccc1NC(=O)COC(=O)/C=C/c1cccc([N+](=O)[O-])c1
34	0	7	CCCC(=O)Nc1ccccc1NC(=O)c1ccc(OCC)c(OCC)c1
35	-4	-8	CCCSc1nc(=S)n(Cc2ccccc2)c(C)c1C(C)=O
36	7	-10	COC(=O)c1ccc(NC(=O)NC2CCCCC2)cc1
37	5	-4	CCOC(=O)c1cc(-c2ccc(F)cc2)n(CC(=O)NCc2ccccn2)c1C
38	2	-22	CCOC(=O)c1sc(NC(=O)CCN2C(=O)c3ccccc3C2=O)c(C(=O)OCC)c1C
39	-2	-11	CC(=O)N1N=C(c2cccc(Br)c2)OC12CCCC2
40	2	-7	CCc1cccc(N=c2c([N+](=O)[O-])nn(-c3ccc(Cl)cc3)n2O)c1
41	3	-7	Cc1nc2ccccc2n1CC(=O)N/N=C/c1cccnc1
42	2	1	O=C(O)c1nn(-c2cccc(Cl)c2)c(=O)cc1O
43	4	-14	O=C(NCCc1nnc2ccc(NCc3ccc(F)cc3)nn12)c1ccccc1
44	-4	-14	Cn1nc2c(c1C(=O)N1CCCC(C(=O)c3cc(F)ccc3F)C1)CCCC2 (stereo not drawn)
45	1	-24	CCn1c(C(=O)O)c(CC(=O)NC2CCCCCC2)c2ccccc21
46	-1	0	O=C(O)CC(NC(=O)c1ccncc1)c1ccccc1 (stereo not drawn)
47	-2	-7	O=C(CN(Cc1cccs1)S(=O)(=O)c1ccc(S(=O)(=O)N2CCCCC2)cc1)Nc1ccccc1
48	0	-17	CCOCCOC(=O)COC(=O)c1ccccc1NC(=O)c1ccccc1

The list goes on.
49	CCOC(=O)c1ccc(N2Cc3ccccc3C2=NC(=O)c2ccncc2)cc1
50	Cc1ccc(S(=O)(=O)NC2CCCCC2)c2nsnc12
51	CC12CCC(=O)N1C(C(=O)OCC(=O)Nc1ccc(Cl)c(Cl)c1)CS2 (stereo not drawn)
52	CCOC(=O)c1ccc(S(=O)(=O)NCC(C)(C)N2CCOCC2)cc1
53	CNC(=O)CSc1cnc2ccccc2n1
54	Cc1ccnc(SCc2cc(=O)c(OC(=O)c3cc([N+](=O)[O-])ccc3Cl)co2)n1

assay / entry	49	50	51	52	53	54
ERAP1 inh	3	-1	0	-2	17	-1
RAD52 inh	-9	-10	0	-5	-1	-14

55	Cc1ccc(S(=O)(=O)N(Cc2ccccc2)c2ccccc2C(=O)Nc2ccccc2C(=O)NCc2ccco2)cc1
56	Cc1cccc(-n2c(C)nc3cc(C(=O)NCc4ccc5c(c4)OCO5)ccc32)c1
57	Cc1ccc(S(=O)(=O)Nc2ccc(NC(=O)c3cccs3)cc2)cc1
58	COc1ccccc1NC(=O)C(C)OC(=O)C1CCC(C(C)(C)C)CC1 (stereo not drawn)
59	O=C(Oc1ccc(-c2csnn2)cc1)C1CC1
60	Cc1ccc(CNC(=O)Cn2cccc2C(=O)c2ccccc2C)cc1

assay / entry	55	56	57	58	59	60
ERAP1 inh	1	0	0	-1	0	0
RAD52 inh	-17	-22	-20	-2	2	-21

61	CCOC(=O)N1CCN(C(=O)CN(c2ccccc2OC)S(=O)(=O)c2ccc(OC)cc2)CC1
62	COc1cc(CN2CCN(c3cccc(C)c3C)CC2)cc([N+](=O)[O-])c1O
63	C/C(O)=C(/C=NCC(=O)O)C(=O)Nc1nccs1
64	Cc1ccccc1NC(=O)c1ccc(F)c(S(=O)(=O)N2CCN(c3ccccn3)CC2)c1
65	O=C1CN(C(=O)CSc2nc3cc(Cl)ccc3c(=O)n2Cc2ccccc2)c2ccccc2N1
66	NC(=O)COC(=O)CNC(=O)c1cc(Cl)cc([N+](=O)[O-])c1

assay / entry	61	62	63	64	65	66
ERAP1 inh	5	7	-1	3	1	-2
RAD52 inh	-14	-15	-21	-19	-28	-11

67	CCC(N=c1cc(-c2ccc(OC)c(OC)c2)oc2ccc(C)cc12)C(=O)O (stereo not drawn)
68	CCn1ccnc1CNC(=O)CC1C(=O)NCCN1CC(c1ccccc1)c1ccccc1 (stereo not drawn)
69	Cc1noc(C)c1COC(=O)Cc1ccc(Br)cc1
70	Cc1cc(/C=C2/NC(=O)N(c3ccccc3)C2=O)c(C)n1C(C)C
71	COc1cc(C(=O)NCC(=O)N/N=C/c2cccc(OC(=O)c3ccco3)c2)cc(OC)c1OC
72	Cc1cccnc1NC(=S)Nc1ccc(F)cc1F

assay / entry	67	68	69	70	71	72
ERAP1 inh	7	1	2	-3	0	-4
RAD52 inh	0	-20	-5	-21	-20	-5

73	CN=C1C([N+](=O)[O-])=CC=C2C1=NC1(CCCCC1)N2O
74	COc1cc(C(c2oc(CO)cc(=O)c2O)c2oc(CO)cc(=O)c2O)cc(OC)c1OC
75	Cc1cc(NC(=O)CSc2nnc3c(C)cc4ccccc4n23)no1
76	CN(CCc1ccccn1)C(=O)CC1C(=O)NCCN1Cc1ccccc1C(F)(F)F (stereo not drawn)
77	Cc1cc(C)nc(N2CCN(C(=O)CCC(=O)Nc3nnc(CC(C)C)s3)CC2)n1
78	CCCCCCCCN1C(=O)[C@H](CC(=O)N2CCCC2)C[C@@]2(C(=O)OC)CCCCC=C12

assay / entry	73	74	75	76	77	78
ERAP1 inh	14	6	2	3	-1	-1
RAD52 inh	-4	-11	-3	-21	0	8

79	C=CCOc1ccccc1CNc1ccccc1C
80	CCCC(=O)OC[C@H]1CN([C@H](C)c2ccccc2)S(=O)(=O)c2c(F)cccc2O1
81	c1ccc(CCC2CCCCN2Cc2nc(C3CC3)no2)cc1 (stereo not drawn)
82	CC(C)(C)NC(=O)C1c2ccccc2OCC(=O)N1Cc1ccccn1 (stereo not drawn)
83	COC(=O)c1cn(Cc2ccccc2C)nn1
84	CCN(CC)S(=O)(=O)c1ccc(Cl)c(NC(=O)COc2ccc(OC)cc2)c1

assay / entry	79	80	81	82	83	84
ERAP1 inh	-1	-1	-1	1	4	-3
RAD52 inh	-7	-6	-6	-13	-2	-5

85	Cc1ccccc1CC1(CO)CCCN(Cc2c(C)nn(C)c2Cl)C1 (stereo not drawn)
86	Cc1nc(C(=O)O)nn1-c1ccc([N+](=O)[O-])cc1
87	COc1ccc(C(C)=O)cc1CSc1nnc(Nc2c(C)cccc2C)s1
88	O=C(Nc1ccccn1)C1CCN(S(=O)(=O)c2ccc3ccccc3c2)CC1
89	COc1ccc(C)c2sc(N(CCN(C)C)C(=O)c3cccc(N4C(=O)CCC4=O)c3)nc12
90	COCCNCCOc1ccc(C)cc1[N+](=O)[O-]

assay / entry	85	86	87	88	89	90
ERAP1 inh	-3	6	2	2	-6	8
RAD52 inh	-47	-5	-28	-3	70*	-9

91	CCOCCCNC(=S)NCCNc1nc2ccc(C)cc2cc1C#N
92	CSCCC1COC(c2cccs2)=N1 (stereo not drawn)
93	CC(=O)NNC(=S)NC(=O)c1ccc(C)cc1
94	O=C(CSc1nc2ccccc2n1Cc1ccc(Cl)cc1)N/N=C/c1ccc(C(=O)O)cc1
95	CCOCCCNCc1cccc(OCc2ccc(F)cc2)c1
96	CCN(CC)CCN(Cc1cc2cc(C)cc(C)c2[nH]c1=O)C(=S)NCc1ccco1

assay / entry	91	92	93	94	95	96
ERAP1 inh	1	2	5	10	7	-1
RAD52 inh	-14	-3	-7	-7	-3	-10

An excerpt (hit frequency here may not be typical).
